Pax4 mRNA alpha TC1: activators of Pax4 gene expression, primary screen, RT-PCR, mouse alpha TC1 cells, single point (AID 1053180) | mouse alpha TC1 cells, Pax4 mRNA qPCR, 6 days; hits give high values; 100% = Pax4 plasmid added at qPCR | activation, % at 10 µM | 9,600 tested, 0.2% active;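 active means highest normalized replicate activity of 15 or more, or at least half the replicates reach 15 or more; inactive means neither condition met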;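 further: pax4 Ct normalized to GAPDH with activation seen as lower delta delta Ct; plate controls were plate neutral control wells for no effect and Pax4 plasmid positive control for full effect; each compound tested in two replicate wells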
YAP1 CTGF inhibition: YAP1 pathway inhibitors via CTGF transcript, primary screen, DLD1 colon cancer cells, RT-qPCR, single point (AID 743449); DLD1 CTGF mRNA qPCR, 24 h; hits give high values; inhibition, % at 12.5 µM; 9,900 tested, 0.9% active;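 active means mean normalized replicate activity at least 50 and at least half of replicates each reaching 50; inconclusive means only one of the two criteria met; inactive means neither criterion met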;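 further: 0% = neutral control wells and 100% = dasatinib control wells; higher means stronger suppression of CTGF expression like dasatinib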
Starred values were filed as active, the others as inactive; ? = inconclusive; . = no result given.

Sample of the layout, 3 compounds:
SMILES	Pax4 mRNA alpha TC1	YAP1 CTGF inhibition
C/C=C/c1cnc2c(c1)C(=O)N([C@H](C)CO)C[C@H](C)[C@H](CN(C)C(=O)Nc1cccc(OC)c1)O2	0.0	?
C[C@@H]1CCCCO[C@H](CN(C)Cc2ccc(Cl)c(Cl)c2)[C@@H](C)CN([C@H](C)CO)C(=O)c2cc(NC(=O)c3ccncc3)ccc2O1	0.0	-1
O=C(C[C@H]1CC[C@H]2[C@@H](COC[C@@H](O)CN2C(=O)Nc2ccc(F)cc2)O1)NC1CCC1	0.0	1

The list itself, repeating the preview:
SMILES	Pax4 mRNA alpha TC1	YAP1 CTGF inhibition
C/C=C/c1cnc2c(c1)C(=O)N([C@H](C)CO)C[C@H](C)[C@H](CN(C)C(=O)Nc1cccc(OC)c1)O2	0.0	?
C[C@@H]1CCCCO[C@H](CN(C)Cc2ccc(Cl)c(Cl)c2)[C@@H](C)CN([C@H](C)CO)C(=O)c2cc(NC(=O)c3ccncc3)ccc2O1	0.0	-1
O=C(C[C@H]1CC[C@H]2[C@@H](COC[C@@H](O)CN2C(=O)Nc2ccc(F)cc2)O1)NC1CCC1	0.0	1
CCCN1C[C@H](C)[C@H](OC)CN(C)C(=O)c2cc(NC(=O)Nc3cccc(F)c3)ccc2OC[C@@H]1C	0.0	7
CN(C)CC(=O)N[C@H]1CC[C@H](CCNC(=O)C2CCC2)O[C@@H]1CO	0.0	7
C[C@H]1CC=CC[C@@H](c2cccc(Cl)c2)NC(=O)[C@H](Cc2ccccc2)N(C)C(=O)c2ccccc2O1 (mixture of isomers)	0.0	?
Cc1ccc(S(=O)(=O)N[C@H]2CC[C@H](CC(=O)NCc3ccncn3)O[C@H]2CO)cc1	0.0	10
CC(=O)N1CCCCN2[C@H](CO)[C@@H](c3ccc(-c4ccccc4)cc3)[C@H]2C1	0.0	1
CO[C@H]1CC[C@@H]2CCOc3c(C#N)cccc3C(=O)N(C)C[C@@H](c3ccccc3)CC(=O)N(C)C[C@@H]1O2	0.0	-6
Cc1ccc(S(=O)(=O)N(C)C[C@H]2OCCCC[C@H](C)Oc3ccc(NC(=O)c4ccncc4)cc3C(=O)N([C@@H](C)CO)C[C@@H]2C)cc1	0.0	-6
C[C@@H]1CN([C@@H](C)CO)C(=O)c2cc(NC(=O)CCC(F)(F)F)ccc2O[C@@H](C)CCCCO[C@@H]1CN(C)C(=O)c1ccncc1	0.0	9
Cn1cnc(S(=O)(=O)N2CCCCN3[C@H](C2)[C@H](c2ccc(C4=CCCCC4)cc2)[C@@H]3CO)c1	0.0	-10
C/C=C/c1ccc([C@@H]2[C@H](CO)N(CC3CCOCC3)C23CN(C(=O)COC)C3)cc1	.	2
O=C(N[C@@H]1C=C[C@@H](CC(=O)N2CCC(Cc3ccccc3)CC2)O[C@H]1CO)c1cnccn1	0.0	-22
CCS(=O)(=O)N1CCC2(CC1)CN(S(=O)(=O)c1ccc(C)cc1)[C@@H](CO)c1[nH]c3cc(OC)ccc3c12	0.2	5
CO[C@H](CN(C)S(=O)(=O)c1ccc(C)cc1)[C@H](C)CN(C(=O)Nc1ccccc1F)[C@@H](C)CO	0.0	11
CS(=O)(=O)Nc1ccc2c(c1)[C@@H]1C[C@H](CC(=O)NCc3cc(F)ccc3F)O[C@H](CO)[C@@H]1O2	0.0	-9
N#C[C@H]1[C@H](c2ccc(C#Cc3cccc(F)c3)cc2)[C@@H](CO)N1C(=O)C1CCOCC1	0.0	16
CCC(=O)N1CC2(C1)[C@H](c1ccc(-c3ccc(F)cc3)cc1)[C@H](CO)N2C(C)=O	.	5
O=C(C1CC1)N1CC2(C1)[C@@H](c1ccccc1)[C@@H](CO)N2S(=O)(=O)c1ccccc1	.	0

Copied from the results shown for reference:
SMILES	Pax4 mRNA alpha TC1	YAP1 CTGF inhibition
C/C=C/c1cnc2c(c1)C(=O)N([C@H](C)CO)C[C@H](C)[C@H](CN(C)C(=O)Nc1cccc(OC)c1)O2	0.0	?
C[C@@H]1CCCCO[C@H](CN(C)Cc2ccc(Cl)c(Cl)c2)[C@@H](C)CN([C@H](C)CO)C(=O)c2cc(NC(=O)c3ccncc3)ccc2O1	0.0	-1
O=C(C[C@H]1CC[C@H]2[C@@H](COC[C@@H](O)CN2C(=O)Nc2ccc(F)cc2)O1)NC1CCC1	0.0	1
CCCN1C[C@H](C)[C@H](OC)CN(C)C(=O)c2cc(NC(=O)Nc3cccc(F)c3)ccc2OC[C@@H]1C	0.0	7
CN(C)CC(=O)N[C@H]1CC[C@H](CCNC(=O)C2CCC2)O[C@@H]1CO	0.0	7

The list continues:
SMILES	Pax4 mRNA alpha TC1	YAP1 CTGF inhibition
COCCNC(=O)C[C@@H]1CC[C@H]2[C@@H](COC[C@H](O)CN2S(=O)(=O)c2ccccc2F)O1	0.1	-11
CNC[C@H]1OCCCC[C@H](C)Oc2ccc(NS(=O)(=O)c3ccc(F)cc3)cc2C(=O)N([C@@H](C)CO)C[C@H]1C	0.0	5
C[C@H]1CN([C@@H](C)CO)C(=O)c2cccc(NC(=O)Nc3ccc(F)cc3)c2O[C@H]1CN(C)S(=O)(=O)c1ccc(Cl)cc1	0.0	-424
O=C(NC1CCCC1)[C@@H]1[C@@H](CO)[C@@H]2Cn3c(cccc3=O)[C@H]1N2C(=O)CC1CC1	0.0	12
CO[C@H](CN(C)C(=O)Nc1ccc(Cl)cc1)[C@H](C)CN(Cc1ccccc1Cl)[C@H](C)CO	0.1	43
Cc1noc(C)c1NC(=O)Nc1ccc2c(c1)C(=O)N([C@@H](C)CO)C[C@H](C)[C@@H](CN(C)S(=O)(=O)c1ccc(F)cc1)O2	0.0	-17
O=C(C[C@@H]1CC[C@@H](NC(=O)CN2CCOCC2)[C@@H](CO)O1)NC1CCC1	0.0	-35
CO[C@H]1CN(C)C(=O)c2ccc(NC(=O)Nc3ccccc3Cl)cc2OC[C@H](C)NC[C@@H]1C	0.1	-84
CC(=O)N1CC2(C1)[C@H](c1ccc(-c3cccc(C#N)c3)cc1)[C@@H](CO)N2CCC(F)(F)F	.	-3
COc1cccc(NC(=O)Nc2ccc3c(c2)C(=O)N(C)C[C@H](OC)[C@@H](C)CN[C@@H](C)CO3)c1	0.0	9
C[C@H](O)C#Cc1ccc([C@H]2[C@H](CO)N3CCCCN(C(=O)c4ccc5c(c4)OCO5)C[C@@H]23)cc1	0.0	33
C[C@H]1CN([C@@H](C)CO)C(=O)CCCn2cc(nn2)CO[C@H]1CN(C)C(=O)CCC(F)(F)F	0.0	?
COc1ccccc1S(=O)(=O)N(C)C[C@H]1OCc2ccccc2-c2ccccc2C(=O)N([C@H](C)CO)C[C@H]1C	0.0	-6
O=C(c1ccccn1)N1C[C@@H]2[C@H](c3ccccc31)[C@@H](CO)N2C(=O)Nc1ccccc1Cl	0.0	-13
O=C(C[C@@H]1CC[C@@H]2[C@H](COC[C@H](O)CN2C(=O)c2cnccn2)O1)N1CCN(c2ccccc2)CC1	0.0	-2
C[C@@H](NC(=O)C[C@H]1CC[C@H]2[C@@H](COc3ccc(NS(=O)(=O)c4ccc(Cl)cc4)cc3C(=O)N2C)O1)c1ccccc1	0.0	-18
O=C(NC1CCCCC1)N1CC(=O)N2[C@@H](CO)[C@H](c3ccc(-c4ccncc4)cc3)[C@@H]2C1	0.0	7
O=C(C[C@H]1CC[C@H]2[C@@H](COC[C@H](O)CN2CC2CCOCC2)O1)NCc1ccc(Cl)cc1	0.0	-24
C[C@H](CO)N1C[C@H](C)[C@H](CN(C)C(=O)[C@H]2CCCN2C)OCc2ccccc2-c2ccccc2C1=O	0.0	16
COCC(=O)N1CCC2(CC1)CN(Cc1ccccc1Cl)[C@H](CO)c1[nH]c3cc(OC)ccc3c12	0.0	-4
C[C@H]1CN([C@@H](C)CO)C(=O)CCCn2nncc2CO[C@@H]1CN(C)C(=O)c1ccc2ccn(C)c2c1	0.0	-18
CCN1Cc2cc(C(=O)Nc3nccs3)nc(-c3cccc(C4=CCCC4)c3)c2[C@H]1CCO	0.0	-16
CN1c2ccc(-c3ccccc3)cc2[C@@H]2[C@@H](CCN2C(=O)NC2CCCCC2)[C@@H]1CO	0.0	8
COCC#Cc1ccc([C@H]2[C@@H](CO)N3C(=O)CN(C(=O)Nc4ccccc4F)C[C@H]23)cc1	0.0	-10
C/C=C/c1ccccc1[C@@H]1[C@H](C#N)N(c2nc(CC)cs2)[C@H]1CO	0.0	-2
CO[C@@H]1CC[C@H]2CCOc3c(C#N)cccc3C(=O)N(C)CCCC(=O)N(C)C[C@H]1O2	0.0	-39
COc1ccc2c3c([nH]c2c1)[C@H](CO)N(S(C)(=O)=O)CC31CN(C(=O)Cc2cccnc2)C1	0.0	25
CN(C)CC(=O)N[C@@H]1CC[C@@H](CCNC(=O)C2CCC2)O[C@@H]1CO	0.0	10
CO[C@@H]1CN(C)C(=O)c2cc(NC(=O)C3CC3)ccc2OC[C@@H](C)N(Cc2cc(F)ccc2F)C[C@@H]1C	0.0	23
COc1ccc(NC(=O)N2C[C@@H](O)COC[C@H]3O[C@H](CC(=O)NCc4ccncn4)CC[C@@H]32)cc1	0.0	4
O=C(C[C@@H]1C=C[C@H](NC(=O)Cc2ccccn2)[C@@H](CO)O1)NCCc1ccncc1	0.0	6
CCS(=O)(=O)Nc1ccc2c(c1)C(=O)N(C)C[C@@H](OC)[C@@H](C)CN(CC1CCCCC1)[C@@H](C)CO2	0.0	-10
O=C(C1CCOCC1)N1[C@@H](CO)[C@H](c2ccccc2)C12CN(CCC(F)(F)F)C2	.	-3
COc1cccc(-c2cn(CC[C@@H]3CC[C@@H](NS(=O)(=O)c4ccccc4Cl)[C@H](CO)O3)nn2)c1	0.0	-1
O=C(Nc1nccs1)[C@H]1[C@H](CO)[C@H]2Cn3c(ccc(-c4cncnc4)c3=O)[C@H]2N1CC1CCCC1	0.0	-1
CCCC#Cc1ccc2c(c1)O[C@@H](CN(C)Cc1ccccn1)[C@@H](C)CN([C@@H](C)CO)S2(=O)=O	0.2	-17
COc1ccc(C#Cc2ccc3c(c2)[C@H]2[C@H](CCN2Cc2nccs2)[C@@H](CO)N3)cc1	0.0	-155
C[C@H]1CCCCO[C@@H](CN(C)C(=O)Nc2ccc(C(F)(F)F)cc2)[C@@H](C)CN([C@@H](C)CO)C(=O)c2cc(NS(=O)(=O)c3cn(C)cn3)ccc2O1	0.0	6
CCCNC(=O)N1CCC2(CC1)CN(Cc1cccc(OC)c1)[C@H](CO)c1[nH]c3cc(OC)ccc3c12	0.0	18
C[C@@H]1CN([C@@H](C)CO)C(=O)c2cc(N(C)C)ccc2O[C@@H](C)CCCCO[C@@H]1CN(C)S(=O)(=O)c1cn(C)cn1	0.0	-3
CN(C)CC(=O)N1[C@@H](C#N)[C@@H](c2ccccc2-c2ccc(C(=O)N(C)C)cc2)[C@@H]1CO	0.0	-9
CN1C(=O)c2cc(NC(=O)c3ccc4c(c3)OCO4)ccc2OC[C@@H]2O[C@H](CC(=O)O)CC[C@H]21	0.0	-84
CO[C@H]1CN(C)C(=O)c2cc(NC(=O)c3ccc4c(c3)OCO4)ccc2OC[C@@H](C)N(CCC(F)(F)F)C[C@H]1C	0.0	-6
C[C@H]1CN([C@@H](C)CO)C(=O)c2cc(NC(=O)NC3CCCCC3)ccc2O[C@@H]1CN(C)S(C)(=O)=O	0.0	-6
Cc1noc(C)c1NC(=O)N1C[C@@H](O)COC[C@H]2O[C@@H](CC(=O)NCC3CC3)CC[C@@H]21	0.0	4
O=C(CCN1CCCCC1)N[C@H]1CC[C@@H](CC(=O)N2CCC(Cc3ccccc3)CC2)O[C@@H]1CO	0.0	-34
COc1ccc(CN(C)C[C@H]2OCc3cnnn3CCCC(=O)N([C@H](C)CO)C[C@H]2C)cc1	0.0	?
COC(=O)C[C@H]1CC[C@@H]2[C@@H](COc3ccc(NS(=O)(=O)c4ccc(C)cc4)cc3C(=O)N2C)O1	0.0	-157
O=C(CCN1CCCCC1)N[C@H]1CC[C@H](CC(=O)N2CCC(Cc3ccccc3)CC2)O[C@@H]1CO	0.0	-19
C[C@@H]1CN([C@H](C)CO)C(=O)c2cc(NS(=O)(=O)c3ccc(F)cc3)ccc2O[C@H]1CN(C)C(=O)Nc1ccccc1	0.0	8
O=C(C[C@H]1C=C[C@@H](NC(=O)Nc2ccccc2F)[C@@H](CO)O1)NCc1ccc(-c2ccccc2)cc1	0.0	?
CO[C@@H]1CN(C)C(=O)c2cc(NC(=O)C3CCOCC3)ccc2OC[C@H](C)NC[C@H]1C	0.0	9
COC(=O)C[C@@H]1CC[C@H]2[C@@H](COc3ccc(NC(=O)c4ccc(C(F)(F)F)cc4)cc3C(=O)N2C)O1	0.0	7
CCS(=O)(=O)N1CC2(CN(Cc3cccc(Cl)c3)[C@H](CO)c3c2c2ccc(OC)cc2n3C)C1	0.0	15
COc1ccccc1NC(=O)N1CC(=O)N2[C@H](C1)[C@H](c1ccc(C#CC(C)C)cc1)[C@@H]2CO	0.0	-24
COc1cccc(CN2CC3(CN(C)C3)c3c(n(C)c4cc(OC)ccc34)[C@@H]2CO)c1	0.0	-13
C[C@H](CO)N1C[C@H](C)[C@@H](CN(C)Cc2ccccc2C(=O)O)OCc2cnnn2CCCC1=O	0.0	-64
O=C(C[C@@H]1CC[C@H]2[C@@H](COC[C@@H](O)CN2C(=O)c2ccc(F)cc2)O1)N1CCCCC1	0.0	-15
CCC(=O)Nc1ccc2c(c1)OC[C@H](C)N(Cc1ccccc1)C[C@@H](C)[C@@H](OC)CN(C)C2=O	0.0	-34
O=C([C@H]1N[C@H]2c3ccc(/C=C/c4ccccc4)c(=O)n3C[C@H]2[C@@H]1CO)N1CCCCC1	0.0	?
N#C[C@H]1[C@@H](c2ccccc2-c2ccccc2)[C@H](CO)N1C(=O)Cc1ccncc1	0.0	9

Compound activity from PubChem BioAssay.

The list is partial, so the mix of outcomes need not match the whole.
